NOD1 NF-kB reporter = inhibition of NOD1-driven NF-kB reporter – cell-based, luminescence, uHTS, primary screen (AID 1578); NOD1-driven NF-kB luciferase reporter cells, luminescence; higher % means a stronger effect; one-dose inhibition, % at 4 µM; EC50 in µM for titrated hits; 290,000 compounds, 1% hits; in the data active = inhibition mostly above about 36%, no sharp cut-off; inactive = mostly below about 34%;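 note: HEK-293T reporter cells stimulated with the NOD1 agonist gamma-tri-DAP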
GPR35 antagonists = GPR35 antagonists blocking zaprinast-driven arrestin recruitment, primary screen, imaging, U2OS, beta-arrestin-GFP, zaprinast agonist (AID 2058); U2OS GPR35 beta-arrestin-GFP translocation imaging, zaprinast antagonism; higher % means a stronger effect; one-dose inhibition, % at 10 µM; IC50 in µM for titrated hits; 290,000 compounds, 0.052% hits;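 active = inhibition of at least 50% with at least 30 cells and total cytoplasm GFP at most 10,000,000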
KOR beta-arrestin-1 = KOR antagonists, beta-arrestin recruitment, cell-based, luminescence, uHTS (AID 1778). inhibition, % at 10 µM; hits with a dose series show IC50 in µM. 290,000 compounds, 0.091% hits. KOR beta-arrestin recruitment, luminescence, antagonist mode; higher % means a stronger effect; in the data active = inhibition above about 50%; note: strong numbers were not always called active
GPR55 LPI antagonism = GPR55 antagonists blocking LPI-driven arrestin recruitment, primary screen, imaging, U2OS, beta-arrestin-GFP, LPI agonist (AID 2013) | 290,000 compounds, 0.13% hits | one-dose inhibition, % at 10 µM; IC50 in µM for titrated hits | U2OS GPR55 beta-arrestin-GFP translocation imaging, LPI antagonism; higher % means a stronger effect;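 active = spots per cell inhibited over 60%, with over 100 cells counted and total cytoplasm intensity under 500,000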;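 note: U2OS cells stably carrying GPR55 and arrestin-GFP stimulated by 5 µM LPI near EC80; imaged beta-arrestin-GFP aggregate spots per cell after agonist stimulation; plate controls were LPI-stimulated DMSO wells for no effect and DMSO wells without LPI for full effect; some results filed as inactive read as strong as hits; confirmed hits need IC50 under 10 µM and bright autofluorescent wells are also inconclusive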
GPR55 activation = GPR55 agonists via beta-arrestin recruitment, primary screen, imaging, U2OS cells, beta-arrestin-GFP redistribution (AID 1961) | U2OS GPR55 beta-arrestin-GFP redistribution imaging; higher % means a stronger effect | activation, % at 10 µM, or EC50 in µM where a hit was titrated | 290,000 compounds, 0.048% hits;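 active = activation above 40% with more than 50 cells counted in the well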;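 note: U2OS osteosarcoma cells stably expressing GPR55 and beta-arrestin-GFP; plate controls were DMSO negative control for no effect and LPI positive control for full effect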
K1F lysis inhibition = protection from phage-mediated lysis, alamar blue read-out – E. coli UTI89, K1F phage, bacterial capsule biogenesis inhibitors (AID 488966); E. coli UTI89 K1F phage lysis, alamar blue, 2 h; higher % means a stronger effect; inhibition, % at 100 µM, or IC50 in µM where a hit was titrated; 340,000 compounds, 0.02% hits;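 active = phage lysis inhibition, versus mean bacterial control, above a set limit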;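 note: capsule biogenesis inhibitors block K1F phage lysis so surviving cells raise fluorescence; higher fluorescence means more inhibition of phage lysis; actives were called in the ten point dose series up to 300 µM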
Rac1 GTP hydrolysis = MgcRacGAP GTPase-activating activity inhibitors, confirmation, biochemical, ADP Hunter fluorescence | MgcRacGAP-stimulated Rac1 GTP hydrolysis, ADP Hunter fluorescence; higher % means a stronger effect; GST-tagged Rac1 F28L mutant substrate | inhibition, % at 30 µM, or IC50 in µM where a hit was titrated | 340,000 compounds, 0.6% hits | AID 624330;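 active = first-screen hits whose inhibition reached a set limit at any dose in the follow-up dose series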;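 note: fluorescence reports GDP produced by GAP-driven GTP hydrolysis; strong numbers were not always called active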
NTR1 ag = agonists of NTR1, primary screen, imaging, U2OS cells, beta-arrestin-GFP, high content (AID 493036). activation, % at 20 µM. NTR1-U2OS beta-arrestin-GFP spot imaging, agonist mode. 330,000 compounds, 0.17% hits;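 active = activation at or above 40% of the spot to cytoplasm intensity ratio, with at least 20 cells analyzed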;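 note: 0% = DMSO without peptide and 100% = 100 nM NTR1 peptide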
Target sequence (P30989 whole entry, looked up): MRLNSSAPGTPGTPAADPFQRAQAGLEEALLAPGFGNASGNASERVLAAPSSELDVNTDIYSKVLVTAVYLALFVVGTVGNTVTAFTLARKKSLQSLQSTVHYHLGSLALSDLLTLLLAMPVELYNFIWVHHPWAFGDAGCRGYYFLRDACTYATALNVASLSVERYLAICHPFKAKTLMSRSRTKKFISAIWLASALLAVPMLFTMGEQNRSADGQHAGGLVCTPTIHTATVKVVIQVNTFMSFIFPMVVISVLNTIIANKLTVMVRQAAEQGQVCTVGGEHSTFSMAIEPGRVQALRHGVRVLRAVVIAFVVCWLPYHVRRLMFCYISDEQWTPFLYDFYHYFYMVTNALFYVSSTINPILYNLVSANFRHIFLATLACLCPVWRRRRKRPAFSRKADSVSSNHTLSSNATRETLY
KOR beta-arrestin-2 = kappa opioid receptor activators – cell-based, luminescence, uHTS, primary screen (AID 1777) | activation, % at 10 µM, or EC50 in µM where a hit was titrated | KOR beta-arrestin recruitment, luminescence; higher % means a stronger effect | 280,000 compounds, 0.02% hits; in the data active = activation above about 50%, passing the limit was not always enough; note: a part of the inactive calls stands beside numbers as strong as those of hits
NTR1 ag cell count 20 µM = second read-out of NTR1 ag, no call of its own (marks repeat the call); cell count; measured here: cell count, cytotoxicity flag
Active calls of the source: *; nt = not tested or not shown; [ ] = dose if it differs, or a comment.

Every second line gives: NOD1 NF-kB reporter	GPR35 antagonists	KOR beta-arrestin-1	GPR55 LPI antagonism	GPR55 activation	K1F lysis inhibition	Rac1 GTP hydrolysis	NTR1 ag	NTR1 ag cell count 20 µM	KOR beta-arrestin-2
CNc1nnc(-c2cc3ccccc3oc2=O)s1
    -93%	5%	-7%	2%	-0.2%	0.1%	10%	3.8	78	2.5%
CC(=O)c1ccc(NC(=O)CN2CCN(c3ccccc3)CC2)cc1
    -32%	1%	-53%[20 µM]	17%	-0.1%	-0.5%	5%	0.3	57	-7.7%
CCOC(=O)N/N=C/c1cn(CCCOc2ccc(C)cc2)c2ccccc12
    31%	9%	-1%	-7%	0.3%	0.1%	2%	-1.5	46	-2.9%
CCCOc1cccc(-c2nc3ccccc3c(=O)o2)c1
    -61%	6%	-58%[20 µM]	-8%	0.0%	0.2%	8%	0.6	66	0.2%
CCS(=O)(=O)c1ccc2oc(Nc3cccc(OC)c3)nc2c1
    -32%	6%	20%	10%	0.7%	-1.4%	-13%	4.5	34	0.9%
CC(C)(C)C(=O)Nc1nnc(COc2ccc(Cl)cc2)s1
    -7%	-1%	0%	-2%	-0.2%	-0.2%	3%	5.2	52	-4.0%
CC(=O)c1cc2c(=O)c3cc(C)ccc3oc2nc1C
    -30%	-4%	-37%	17%	0.2%	0.9%	8%	2.5	53	-1.1%
Cc1ccccc1NC(=S)Nc1ccc(Br)cc1
    -25%	3%	-4%	-16%	-0.1%	-1.8%	0%	3.8	70	0.1%
CCOC(=O)c1cc(-c2ccccc2)n(CC(=O)Nc2ccc(OCC)cc2)c1C
    -21%	0%	-18%	4%	0.0%	4.0%	6%	-0.2	45	6.0%
CC(C)n1cc([C@@H]2C[C@H]3CN(Cc4cccc(Cl)c4)C(=O)[C@]34CCCN24)cn1
    -22%	7%	4%[20 µM]	-4%	-0.1%	-0.8%	11%	0.7	54	nt
COc1cc(Cl)cc(C2NC(=S)NC(c3ccccc3)=C2C(C)=O)c1OCC(=O)O (stereo not drawn)
    -18%	-2%	-4%	28%	0.1%	0.1%	8%	-0.7	32	-0.6%
NC(=O)N/N=C/c1c(F)cccc1F
    -8%	4%	-14%	-11%	-0.3%	1.0%	-13%	0.0	41	7.4%
CC(C)C(=O)N=C1SC2CS(=O)(=O)CC2N1Cc1ccccc1 (stereo not drawn)
    -47%	-4%	nt	7%	-0.4%	0.1%	-2%	1.0	76	3.9%
Cc1ccc(S(=O)(=O)c2nc(S(C)(=O)=O)sc2N2CCCCC2C)cc1 (stereo not drawn)
    55%*	2%	-11%	-11%	0.1%	0.0%	5%	1.0	61	5.7%
CCC(=O)C1CCCN(C(=O)c2ccc(OC3CCN(C(=O)c4cccnc4)CC3)cc2)C1 (stereo not drawn)
    -5%	2%	1%	7%	-0.3%	0.2%	12%	-0.6	62	-1.6%
Oc1ccccc1C1=Nc2nc3ccccc3n2C(c2ccccc2)C1 (stereo not drawn)
    -24%	4%	-13%	9%	0.3%	5.3%	4%	2.2	60	6.3%
CCOc1ccc(OCC(=O)Nc2ccccc2C(F)(F)F)cc1
    -26%	0%	-6%[20 µM]	-9%	-0.1%	-0.7%	4%	0.9	48	-4.5%
CCN(CC)CC(=O)Nc1c(C)cc(C(C)(C)C)cc1C
    -16%	13%	-3%	-6%	0.5%	2.4%	4%	-0.6	40	-7.0%
CC(C)(C)c1nnc(NC(=O)Nc2ccc(Cl)cc2)s1
    -12%	2%	2%	2%	-0.2%	0.2%	-6%	0.3	44	4.1%
Cc1ccc(N(CCC#N)C(=O)CN2C(=O)NC(Cc3ccccc3)C2=O)cc1 (stereo not drawn)
    -30%	-4%	1%	6%	-0.2%	-0.1%	7%	-0.5	56	-8.4%

Fetched by structure from the entries so far:
Every second line gives: NOD1 NF-kB reporter	GPR35 antagonists	KOR beta-arrestin-1	GPR55 LPI antagonism	GPR55 activation	K1F lysis inhibition	Rac1 GTP hydrolysis	NTR1 ag	NTR1 ag cell count 20 µM	KOR beta-arrestin-2
CCOc1ccc(OCC(=O)Nc2ccccc2C(F)(F)F)cc1
    -26%	0%	-6%[20 µM]	-9%	-0.1%	-0.7%	4%	0.9	48	-4.5%
Oc1ccccc1C1=Nc2nc3ccccc3n2C(c2ccccc2)C1 (stereo not drawn)
    -24%	4%	-13%	9%	0.3%	5.3%	4%	2.2	60	6.3%

Additional structures follow:
Every second line gives: NOD1 NF-kB reporter	GPR35 antagonists	KOR beta-arrestin-1	GPR55 LPI antagonism	GPR55 activation	K1F lysis inhibition	Rac1 GTP hydrolysis	NTR1 ag	NTR1 ag cell count 20 µM	KOR beta-arrestin-2
OCc1ccccc1OCCCOc1cccc2cccnc12
    -9%	1%	17%	-6%	0.0%	0.6%	5%	-0.1	64	-0.7%
COc1cc(COCC(O)CN2CCN(Cc3ccccc3)CC2)cc(OC)c1OC (stereo not drawn)
    -13%	-8%	-13%	8%	0.5%	-0.1%	10%	0.4	36	-3.0%
Cc1ccc(S(=O)(=O)NNC(=O)CCC(=O)Nc2ccccc2Cl)cc1
    -25%	-6%	0%	-8%	0.2%	0.7%[50 µM]	8%	-0.6	57	1.0%
COc1ccc2nc(C(F)(F)Cl)c(C#N)c(N)c2c1
    19%	4%	32%	-3%	-0.2%	0.2%	7%	1.1	46	1.8%
COc1ccccc1N=c1scc(-c2ccc3c(c2)NC(=O)CO3)n1CC1CCCO1 (stereo not drawn)
    22%	1%	5.5µM*	3%	0.0%	-1.1%	7%	4.7	47	-5.2%
Cc1cc(N/N=C/c2c(O)ccc3ccccc23)nc(-c2ccccc2O)n1
    -26%	-3%	-5%	0%	-0.2%	0.4%	2%	10	37	1.4%
COc1cc2c(cc1OC)C(C)N(C(=O)c1nccnc1C(=O)O)CC2 (stereo not drawn)
    -15%	2%	-17%	-13%	0.2%	-0.1%	7%	-0.4	44	-1.5%
CC(C)Oc1nnnn1-c1ccccc1
    -16%	8%	-12%	11%	-0.1%	-0.3%	12%	2.4	49	1.1%
COc1ccc(-c2noc(C3CCCN(C(=O)c4cccc(F)c4)C3)n2)cc1 (stereo not drawn)
    -12%	13%	-52%[20 µM]	14%	0.6%	0.1%	8%	0.8	54	-5.1%
Cc1cnc(CNC(=O)C2CCC(=O)N(Cc3ccc(Cl)cc3)C2)[nH]1 (stereo not drawn)
    -36%	14%	10%	3%	-0.1%	-0.8%[50 µM]	7%	-1.0	92	-6.6%
COc1cc2[nH]c(=S)nc(NCCc3ccc(S(N)(=O)=O)cc3)c2cc1OC
    -24%	-5%	-18%	2%	-0.1%	0.0%	49%	-0.4	46	-2.3%
COc1c(C(=O)Nc2ccc(Cc3ccncc3)cc2)ccc2ccccc12
    21%	-6%	-31%	-11%	-0.2%	0.5%	4%	15	80	1.9%
O=C(O)c1cccc(-n2cccc2/C=C2/NC(=O)N(c3cccc(Cl)c3)C2=O)c1
    2%	-11%	15%	-6%	-0.1%	1.3%	19%	1.4	57	5.3%
COc1ccc(CCn2c(C)cc(C(=O)CSc3nnnn3-c3ccccc3)c2C)cc1OC
    -55%	1%	-14%	7%	0.0%	1.5%	6%	2.2	63	21%
COc1cc(NS(=O)(=O)c2ccc(NC(=S)NC(=O)CC(C)C)cc2)nc(OC)n1
    -48%	-9%	16%	-4%	1.2%	-1.6%	5%	-1.3	79	-5.3%
COc1ccc(NC(C)=O)cc1NS(=O)(=O)c1cn(C)c(=O)n(C)c1=O
    0%	6%	5%[20 µM]	10%	0.0%	-0.3%	8%	-1.3	52	-2.6%
NC(=O)c1ccc[n+](Cc2ccc(-c3ccccc3)cc2)c1
    2%	-2%	28%	-10%	-0.1%	0.1%	nt	-0.5	76	-5.0%
O=C(O)CC(c1cccc(C(F)(F)F)c1)N1CCS(=O)(=O)CC1 (stereo not drawn)
    -19%	-2%	25%	15%	-0.3%	0.1%	6%	0.4	92	-3.2%
NNC(=O)CSc1cccc2cccnc12
    -25%	11%	12%	7%	0.1%	0.8%[50 µM]	5%	0.0	59	-2.2%
Cc1ccc(OCCCNCCO)c(Br)c1
    32%	-5%	8%	17%	-0.1%	1.2%	8%	-2.1	55	-5.7%
CC(c1ccccc1)C1CC(=O)N(c2ccccc2)C1=O (stereo not drawn)
    20%	13%	-7%[20 µM]	7%	0.1%	0.5%	6%	1.1	69	4.7%
COc1ccc(-c2nnc(SCc3nnc(-c4ccc(Cl)cc4)o3)n2-c2ccccc2)cc1
    -19%	7%	-74%	-10%	0.2%	-0.5%	8%	4.4	104	11%
CCn1c2ccccc2c2cc(NC(=O)CSc3nnc(C4CC4)n3Cc3ccco3)ccc21
    40%	-14%	-32%	-5%	1.4%	0.4%	16%	8.3	64	2.7%

An excerpt of these results, as labelled records.
> COc1ccc2nc(C(F)(F)Cl)c(C#N)c(N)c2c1
  NOD1 NF-kB reporter: 19%
  GPR35 antagonists: 4%
  KOR beta-arrestin-1: 32%
  GPR55 LPI antagonism: -3%
  GPR55 activation: -0.2%
  K1F lysis inhibition: 0.2%
  Rac1 GTP hydrolysis: 7%
  NTR1 ag: 1.1
  NTR1 ag cell count 20 µM: 46
  KOR beta-arrestin-2: 1.8%
> COc1ccccc1N=c1scc(-c2ccc3c(c2)NC(=O)CO3)n1CC1CCCO1 (stereo not drawn)
  NOD1 NF-kB reporter: 22%
  GPR35 antagonists: 1%
  KOR beta-arrestin-1: 5.5µM*
  GPR55 LPI antagonism: 3%
  GPR55 activation: 0.0%
  K1F lysis inhibition: -1.1%
  Rac1 GTP hydrolysis: 7%
  NTR1 ag: 4.7
  NTR1 ag cell count 20 µM: 47
  KOR beta-arrestin-2: -5.2%
> Cc1cc(N/N=C/c2c(O)ccc3ccccc23)nc(-c2ccccc2O)n1
  NOD1 NF-kB reporter: -26%
  GPR35 antagonists: -3%
  KOR beta-arrestin-1: -5%
  GPR55 LPI antagonism: 0%
  GPR55 activation: -0.2%
  K1F lysis inhibition: 0.4%
  Rac1 GTP hydrolysis: 2%
  NTR1 ag: 10
  NTR1 ag cell count 20 µM: 37
  KOR beta-arrestin-2: 1.4%

Bioassay records as filed in PubChem.

A portion of the library (hit frequency here may not be typical).
